# High-throughput results as filed in PubChem.
# MITF primary = human MITF inhibition, primary screen. O75030. AlphaScreen MITF homodimerization, bead proximity signal. inhibition, % at 2.6 µM. hit rate 0.91% among 650,000; in the data active means inhibition above about 50%;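 further: 0% = vehicle wells with protein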
# Target sequence (O75030 whole entry, looked up): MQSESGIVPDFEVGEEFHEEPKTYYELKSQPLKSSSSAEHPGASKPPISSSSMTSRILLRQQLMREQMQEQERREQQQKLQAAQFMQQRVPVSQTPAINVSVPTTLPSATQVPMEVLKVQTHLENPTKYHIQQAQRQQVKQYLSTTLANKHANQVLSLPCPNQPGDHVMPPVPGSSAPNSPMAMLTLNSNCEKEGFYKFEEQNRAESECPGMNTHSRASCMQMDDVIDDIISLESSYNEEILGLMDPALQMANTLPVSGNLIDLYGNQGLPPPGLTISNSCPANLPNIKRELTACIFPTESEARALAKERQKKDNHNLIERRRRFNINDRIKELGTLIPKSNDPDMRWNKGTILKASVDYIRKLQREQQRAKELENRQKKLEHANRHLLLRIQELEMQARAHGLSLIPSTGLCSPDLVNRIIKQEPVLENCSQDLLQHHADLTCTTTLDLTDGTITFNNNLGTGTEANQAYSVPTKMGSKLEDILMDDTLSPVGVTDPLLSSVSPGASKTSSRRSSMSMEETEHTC
# FBW7 act = activators of human E3 ligase FBW7 | Q969H0 | AlphaScreen FBW7–phospho-cyclin E peptide binding, activator screen | normalized activity (activation), % at 26.1 µM | hit rate 0.13% among 650,000 | AID 1259310; in the data active means normalized activity above about 1.9%;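 further: purified mutant Fbw7 with reduced substrate affinity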
# GPR151 activ = activates the human receptor GPR151 | activation, % at 11.2 µM | PathHunter beta-arrestin GPR151 cells, luminescence | AID 1508602 | hit rate 1% among 650,000; in the data active means activation above about 4.9%;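 further: 0% = median of compound wells and 100% = cells with positive control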
# Target sequence (Q8TDV0 whole entry, looked up): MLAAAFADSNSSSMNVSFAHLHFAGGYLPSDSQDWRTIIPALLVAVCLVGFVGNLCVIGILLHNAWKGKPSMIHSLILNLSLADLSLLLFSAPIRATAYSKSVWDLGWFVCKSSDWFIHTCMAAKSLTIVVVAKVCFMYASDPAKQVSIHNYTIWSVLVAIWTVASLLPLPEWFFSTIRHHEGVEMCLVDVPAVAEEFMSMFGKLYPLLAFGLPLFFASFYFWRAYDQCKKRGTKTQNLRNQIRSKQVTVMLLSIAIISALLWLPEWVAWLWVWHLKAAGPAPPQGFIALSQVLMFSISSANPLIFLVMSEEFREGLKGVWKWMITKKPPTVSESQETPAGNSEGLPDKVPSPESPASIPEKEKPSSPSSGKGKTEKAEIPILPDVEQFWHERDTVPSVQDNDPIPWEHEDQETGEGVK
# TEAD-YAP block = TEAD-YAP interaction inhibition. hit rate 1.4% among 640,000. inhibition, % at 9.12 µM. HEK-TIYL cells, TEAD-Gal4/YAP UAS-luciferase luminescence. AID 1259422; in the data active means inhibition above about 32%;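 further: 0% = median of test compound wells and 100% = reference inhibitor wells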
# An asterisk follows results filed as active; i = inactive.
SMILES,MITF primary,FBW7 act,GPR151 activ,TEAD-YAP block
CC(=O)Nc1c(O)nc(SCC(=O)Nc2sc3c(c2C#N)CCCCCC3)[nH]c1=O,-2.3,-0.2,0.0,6.0
O=C(Nc1c(C(=O)N2CCCCCC2)cnn1-c1ccccc1)c1ccc(Br)cc1,3.5,0.0,0.0,7.2
Nc1c(C(=O)NCc2ccc(Cl)cc2)nnn1-c1ccc2c(c1)OCCO2,11.2,0.3,0.8,23.9
CC1CCC(NC(=O)CN2CCC(O)(c3ccc4c(c3)OCO4)CC2)CC1 (stereo not drawn),19.7,0.3,-0.3,0.2
CC(C)(C)OC(=O)N1CCC[C@@H](C(=O)c2ccc3c(c2)OCO3)C1,4.5,-0.2,-0.5,10.1
Fc1ccc(CNc2nccn3c(-c4cccs4)cnc23)cc1,9.8,0.2,-0.8,-9.4
CC#CC(=O)N1CCc2c(cnc(C)c2CNC(=O)c2ccc(C)s2)C1,2.1,-0.2,-0.5,-1.8
COc1cc(OC)c(NC(=O)c2sc3ncn(CC(=O)Nc4ccc(C)c(Cl)c4)c(=O)c3c2C)cc1Cl,14.7,0.0,0.7,-9.3
CCc1ccc(CN2CCN(Cc3cc(OC)ccc3OC)CC2)cc1,65.5*,0.4,-1.5,1.8
O=C(Nc1cc(-c2ccncc2)c[nH]c1=O)C1Oc2cc3ccccc3cc2O1,-8.9,0.0,-0.2,0.2
Cc1ccccc1/C(N)=N/OC(=O)c1ccc(F)cc1,-7.1,-0.1,-0.1,-25.7
Nc1n[nH]c(-c2ccccc2Br)n1,3.1,0.6,-0.7,-1.6
CCOC(=O)c1sc(NC(=O)c2ccc(Br)o2)c(C(=O)OCC)c1C,-4.4,-0.1,1.6,-10.6
Cc1ccc(S(=O)(=O)NCCCCCC(=O)NCCc2ccccc2)cc1,-1.3,-0.1,0.2,-11.4
O=C(/C=C/c1ccc(F)cc1)N1CCN(Cc2ccccc2)CC1,-6.7,-0.1,0.0,-25.6
Cc1cc(C(F)F)n2ncc(C(=O)N3CCN(Cc4ccco4)C[C@@H]3C(C)C)c2n1,1.1,0.7,-1.0,-1.1
Cc1cc(C)cc(CC(C)CC(=O)Nc2ccccc2I)c1 (stereo not drawn),5.9,0.0,1.0,-2.1
COCCn1c(O)c(/C=C2\C=NN=C2c2ccccc2)sc1=S,26.1,0.0,-0.1,-5.7
COc1ccc(/C=C2/Sc3ccc(C(=O)N4CCOCC4)cc3NC2=O)cc1OC,9.7,0.0,-0.3,22.5
Cc1sc2ncn(CC(=O)Nc3ccc(N(C)C)cc3)c(=O)c2c1C,6.7,-0.1,0.3,2.6
Cc1ccc(S(=O)(=O)NCCNC(=O)C2CCCNC2=O)cc1 (stereo not drawn),15.2,0.6,-0.3,-5.1
Cc1ccc(CC(=O)N2CCC[C@@H]2Cn2nc(-c3cccs3)ccc2=O)cc1,3.7,-0.1,0.1,0.9
COc1cccc(C(=O)O/N=C(\N)c2ccccc2)c1,10.2,0.1,-2.0,-70.4
O=C(NC1CCN(Cc2ccccc2)CC1)c1ccc(F)cc1,5.8,0.0,-0.4,7.4
CCCCOc1ccc(CC(=O)O)cc1,-6.2,0.0,-0.8,14.0
O=C(NCCOC(=O)c1ccc(Cl)cc1)c1cccnc1,17.8,0.0,4.3,-0.7
COc1ccc(-c2noc(-c3ccc([N+](=O)[O-])c(C)c3)n2)cc1,2.6,-0.1,3.2,-19.1
CC1CCCCC1NC(=O)COC(=O)c1cc([N+](=O)[O-])ccc1Cl (stereo not drawn),3.2,-0.1,1.9,-10.7
COc1cc(/C=C/C(=O)OCC(=O)NC23CC4CC(CC(C4)C2)C3)ccc1O,1.0,-0.3,2.4,4.1
COc1cc(C2CC(C(F)(F)F)n3ncc(C(=O)NC(C)(C)C)c3N2)cc(OC)c1OC (stereo not drawn),-3.3,-0.1,-0.4,1.0
N#C/C(=C\c1cccc(C(F)(F)F)c1)C(=O)Nc1ccc([N+](=O)[O-])cc1,-4.2,0.1,1.9,0.0
N#CCc1ccc(NC(=O)CCSc2ccc(Cl)cc2)cc1,-4.1,0.0,0.7,-4.7
CC(=O)Nc1ccc(C(=O)N(C2CC2)C(C)(C)C(=O)Nc2ccc(F)cc2)cc1,0.7,-0.1,-0.9,-7.2
CCOCCOC(=O)C1=C(C)NC2=C(C(=O)CC(c3ccc(Cl)cc3)C2)C1c1ccc(Cl)c(Cl)c1 (stereo not drawn),12.0,0.4,-1.4,6.7
Cc1onc(-c2ccccc2Cl)c1C(=O)Nc1cccc2ccc(-n3ccnc3)nc12,-1.8,-0.2,2.5,18.9
COc1ccc(CNc2ccnc(Nc3ccc(OC)nc3)n2)cc1,8.1,0.3,-1.3,5.1
CCOc1ccc(CN2CCNC(=O)C2CC(=O)NCc2cccc(C)c2)cc1 (stereo not drawn),-5.5,-0.1,-0.9,-0.1
FC(F)(F)c1cccc(CNc2nc(NCc3cccnc3)nc3c2ncn3-c2ccsc2)c1,1.0,0.0,1.0,55.9*
COc1ccc(/C(O)=C2/C(=O)C(=O)N(CCCN(C)C)C2c2cccc(Oc3ccccc3)c2)cc1 (stereo not drawn),0.8,-0.1,-1.1,0.6
CCOC(=O)N1CCC(N2CCCC(C(=O)Nc3cccc(-n4cccn4)c3)C2)CC1 (stereo not drawn),-9.9,-0.1,0.1,6.9

# Compounds listed so far with two or more sulfur atoms, in the order listed:
SMILES,MITF primary,FBW7 act,GPR151 activ,TEAD-YAP block
CC(=O)Nc1c(O)nc(SCC(=O)Nc2sc3c(c2C#N)CCCCCC3)[nH]c1=O,-2.3,-0.2,0.0,6.0
COCCn1c(O)c(/C=C2\C=NN=C2c2ccccc2)sc1=S,26.1,0.0,-0.1,-5.7

# Remaining list, next part.
SMILES,MITF primary,FBW7 act,GPR151 activ,TEAD-YAP block
COc1cc(-n2cnc3cc(C(=O)O)ccc32)cc(OC)c1OC,3.0,0.0,-1.2,2.4
O=C(Nc1cccc2nsnc12)c1cccc(Cl)c1,10.5,0.5,1.1,-17.3
COc1cc(/C=C/C(=O)Nc2c3c(nn2-c2ccccc2)CSC3)cc(OC)c1OC,-4.6,-0.1,0.9,-7.0
Cc1nc(N2CCN(C(=O)c3cc(F)cc(F)c3)CC2)[nH]c(=O)c1C,8.6,0.1,-0.5,1.5
COc1ccccc1CCN=C(N)NS(=O)(=O)c1ccccc1F,-0.5,-0.1,3.2,-6.1
COc1ccc(/C=N/NC(=O)COc2c(OC)cc([N+](=O)[O-])cc2[N+](=O)[O-])c(OC)c1,5.3,0.0,-0.9,-10.7
CC(C)C(NC(=O)CN(c1ccccc1)S(=O)(=O)c1ccccc1)C(C)C,7.6,0.1,-1.4,8.6
O=C(Nc1ccc(Cl)cc1Cl)NC(Cc1ccc(O)cc1)C(=O)O (stereo not drawn),5.9,0.1,0.8,11.6
COc1cccc(COc2coc(C(=O)NCc3cccnc3)cc2=O)c1,-5.5,-0.2,1.2,0.5
Cc1nc(C)c(NC(=O)NC2CCCCC2)cc1NC(=O)NC1CCCCC1,1.5,0.3,-0.7,6.6
COc1cccc(N2C(=O)NC3CC2(C)Oc2ccc(Cl)cc23)c1 (stereo not drawn),-2.2,0.0,0.7,-0.7
COc1ccc(/C=C\C(=O)Nc2c3c(nn2-c2cccc(C)c2C)CSC3)cc1OC,-3.4,0.1,-2.1,-7.3
Cc1c(C(=O)N2CCC3(CC2)OCCO3)sc2nc3n(c(=O)c12)CCCC3,-2.5,-0.1,1.0,-0.9
COC(=O)c1sc(NC(=O)CSc2nc3sc4c(c3c(=O)n2-c2ccccc2)CCCC4)c(C(=O)OC)c1C,-7.2,-0.2,-1.7,-7.5
O=C(NCc1ccccc1)c1cccc(N2C(=O)c3ccccc3C2=O)c1,3.4,0.0,-0.5,-4.4
Cn1c2ccccc2n2c(=O)c(NC(=O)c3cccs3)cc(C#N)c12,6.4,-0.1,0.2,-1.9
COc1ccc(Cl)cc1NC(=S)N(CCCN1CCOCC1)Cc1ccco1,-0.7,0.0,1.4,-6.5
CC1CCN(c2c(-c3ccc4c(c3)OCC(=O)N4)c(=O)c2=O)CC1,-0.1,-0.1,-0.5,-6.8
CCNc1cc(Nc2ccc3c(c2)OCO3)ncn1,-10.5,0.0,-3.6,-54.5
O=C1c2ccccc2C(=O)N1CN(C(=O)c1ccc([N+](=O)[O-])cc1)c1ccc(F)cc1,1.9,-0.1,-0.2,1.6

# Reprinted from the part before: 3 compounds, then new ones.
SMILES,MITF primary,FBW7 act,GPR151 activ,TEAD-YAP block
CC1CCN(c2c(-c3ccc4c(c3)OCC(=O)N4)c(=O)c2=O)CC1,-0.1,-0.1,-0.5,-6.8
CCNc1cc(Nc2ccc3c(c2)OCO3)ncn1,-10.5,0.0,-3.6,-54.5
O=C1c2ccccc2C(=O)N1CN(C(=O)c1ccc([N+](=O)[O-])cc1)c1ccc(F)cc1,1.9,-0.1,-0.2,1.6
COC(=O)N/N=C(/C)c1ccc(NC(=O)c2ccc(Cl)cc2Cl)cc1,19.3,0.1,-1.4,-25.6
CCSc1nnc(C(C)NS(=O)(=O)c2ccccc2)n1C (stereo not drawn),1.6,0.2,-1.6,14.5
Cc1ccc(NS(=O)(=O)c2ccc(N=Cc3c(C)[nH]n(-c4ccc(C)c(C)c4)c3=O)cc2)cc1C,10.8,0.0,-0.6,1.0
COc1ccc(/C=C/C(=O)O)cc1S(=O)(=O)N(CCO)CCO,2.2,0.0,1.0,-0.8
C#CCOCC1CCCN(S(=O)(=O)c2cc(F)ccc2OC)C1 (stereo not drawn),6.0,0.5,-0.6,28.3
COC(=O)c1ccccc1N1C(=O)C2C3CCC(C3)C2C1=O (stereo not drawn),-14.8,0.0,-0.5,-1.8
O=Cc1cc2cccc3c2n(c1=O)CCC3,4.3,-0.1,1.7,6.2
Cn1cnnc1-c1ccc(Nc2nccc(-c3cc(C#N)cc(N4CCOCC4)c3)n2)cc1,-10.3,0.2,-0.5,-5.5
O=C1NN(c2ccccc2)C(=O)/C1=C/c1cccc(OC(=O)c2ccc(F)cc2)c1,-13.5,-0.2,2.7,-13.8
COc1cccc(/C=c2\sc3nc(=O)c(Cc4ccccc4)nn3c2=O)c1OC,i,0.4,0.9,14.9
Cc1ccc(Cl)cc1S(=O)(=O)N1CCCC(c2nc(-c3cccs3)no2)C1 (stereo not drawn),9.7,0.3,-1.1,-5.9
CN(C)CCCn1c(N)c(-c2nc3ccccc3[nH]2)c2nc(C#N)c(C#N)nc21,-7.3,0.2,3.6,16.1
CCOc1ccc(NC(=S)c2ccncc2)cc1,-0.4,-0.1,1.2,-5.0
CCCNc1nc(N2CCc3ccccc3C2)nc2c1ncn2Cc1ccc(C(F)(F)F)cc1,2.0,0.0,2.8,0.0
CC(C)(C)Cc1nnc(C2CCCN(S(=O)(=O)c3ccc(Cl)cc3)C2)o1 (stereo not drawn),30.5,0.7,0.3,12.7
CCOC(=O)CSc1nc2sc3c(c2c(=O)n1C)CCCC3,2.9,0.1,1.4,7.9
CCOC(=O)C1=C(C)N=c2s/c(=C\c3ccc(N(CC)CC)cc3)c(=O)n2C1c1ccc(OCC)c(OCC)c1 (stereo not drawn),0.3,0.1,0.6,2.6
CCN(CC)c1ccc(NC(=O)Cc2ccc(OC)c(OC)c2)cc1,9.0,-0.1,0.1,19.6
CC(C)c1ccc(NC(=O)CC2SC(N)=NC2=O)cc1 (stereo not drawn),-11.1,-0.1,1.0,-6.6
Cc1ccc(Cc2c(C)nc3c(C(=O)NCc4ccc(Cl)cc4)cnn3c2C)cc1,2.0,0.1,0.2,8.6
S=c1[nH]nc(Cc2c[nH]c3ccccc23)n1-c1ccccc1,-9.2,-0.1,-0.2,1.5
CC(C)(C)c1ccc(NC(=O)C2CCCCN2S(=O)(=O)c2ccccc2)cc1 (stereo not drawn),8.0,-0.1,-1.2,7.5
CCOC(=O)c1oc2ccccc2c1NC(=O)c1ccc(C(=O)OC)cc1,5.1,0.4,-2.1,2.4
COc1ccc(C(N)c2nccn2C)cc1OC (stereo not drawn),64.2*,-0.2,-1.0,-1.5
CC(C)(C)S(=O)(=O)c1sc(C=O)cc1C=O,10.4,0.2,-0.7,-9.5
CCN(CC)Cc1c(O)ccc2c1O/C(=C\c1cc(OC)ccc1OC)C2=O,4.2,0.3,-0.4,8.6
CC1CCCCC1NC(=O)c1cn(C)c2ccc(S(=O)(=O)N3CCOCC3)cc2c1=O (stereo not drawn),4.2,0.0,-0.3,1.2
CCCOc1ccc(NC(=O)CCCN2C(=O)c3ccccc3C2=O)cc1,11.4,0.1,0.9,1.7
O=C1COc2ccc(-c3csc(=Nc4ccccc4)n3CCCN3CCCC3=O)cc2N1,15.9,-0.2,-6.0,-1.6
CCN1C(C(=O)c2ccccc2)=C(Nc2ccccc2C)c2ccccc2S1(=O)=O,15.2,-0.6,-1.1,1.2
O=C(O)C1CCCCC1C(=O)Nc1cc(Cl)cc(Cl)c1 (stereo not drawn),-16.1,0.0,0.6,-1.4
CCN(CC)c1nc2c(-c3cccc(F)c3)nnn2c2ccccc12,-5.2,0.5,0.7,-9.5

# Pulled one by one from above (four):
SMILES,MITF primary,FBW7 act,GPR151 activ,TEAD-YAP block
CCOC(=O)c1oc2ccccc2c1NC(=O)c1ccc(C(=O)OC)cc1,5.1,0.4,-2.1,2.4
COc1ccc(C(N)c2nccn2C)cc1OC (stereo not drawn),64.2*,-0.2,-1.0,-1.5
CC1CCCCC1NC(=O)c1cn(C)c2ccc(S(=O)(=O)N3CCOCC3)cc2c1=O (stereo not drawn),4.2,0.0,-0.3,1.2
S=c1[nH]nc(Cc2c[nH]c3ccccc23)n1-c1ccccc1,-9.2,-0.1,-0.2,1.5
